Assay outcomes: PubChem, National Center for Advancing Translational Sciences (NCATS)
FEN1 inhibitor = qHTS Assay for the Inhibitors of Human Flap endonuclease 1 (FEN1). 390,000 tested, 0.35% active. AID 588795, 2011. P39748. Potency, µM (titrated, usually from 114 µM), for inactives: top-dose activity change, negative = inhibition, most hits filed as inhibitors. Recombinant FEN1 flap cleavage, fluorescence, 15 min; note: nearly all actives have a fitted effect of over 65% in size
Target sequence (P39748 whole entry, looked up): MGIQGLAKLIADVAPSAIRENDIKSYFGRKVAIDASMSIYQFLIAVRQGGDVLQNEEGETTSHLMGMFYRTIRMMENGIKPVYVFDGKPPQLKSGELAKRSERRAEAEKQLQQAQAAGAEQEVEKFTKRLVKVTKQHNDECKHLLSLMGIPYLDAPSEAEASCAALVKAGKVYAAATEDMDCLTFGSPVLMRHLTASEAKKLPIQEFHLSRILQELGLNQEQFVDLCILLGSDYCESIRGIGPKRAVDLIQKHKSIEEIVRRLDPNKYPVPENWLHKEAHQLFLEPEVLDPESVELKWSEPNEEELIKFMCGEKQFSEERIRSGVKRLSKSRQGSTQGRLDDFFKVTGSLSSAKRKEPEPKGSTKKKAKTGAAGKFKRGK
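In this screen, 50 nM flap DNA substrate was added to 10 nM FEN1 pretreated with compound for 15 min at room temperature; cleavage was followed with reads at 0 and 15 min, and Hill fitting gave concentration–response parameters.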
N370S GC = qHTS Assay for Inhibitors and Activators of N370S glucocerebrosidase as a Potential Chaperone Treatment of Gaucher Disease; N370S GC spleen homogenate, 4MU-glucoside fluorescence; Lysosomal acid glucosylceramidase (Homo sapiens), P04062; 330,000 tested, 0.092% active; Potency, µM (highest dose often 59.4 µM), inactives show top-dose activity change, negative = inhibition, actives largely listed as inhibitors; AID 2101, 2009;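 note: 0% = full enzyme activity and -100% = no enzyme basal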
TDP1 inh = qHTS Assay for Inhibitors of Tyrosyl-DNA Phosphodiesterase (TDP1) | Tyrosyl-DNA phosphodiesterase 1 (Homo sapiens), Q9NUW8 | 350,000 tested, 0.28% active | recombinant TDP1, AlphaScreen DNA substrate cleavage | Potency, µM (series often up to 130 µM), without a hit: at the top dose activity change, negative = inhibition, actives largely listed as inhibitors | AID 485290, 2010; note: nearly all actives have a fitted effect of over 40% in size
Target sequence (Q9NUW8 whole entry, looked up): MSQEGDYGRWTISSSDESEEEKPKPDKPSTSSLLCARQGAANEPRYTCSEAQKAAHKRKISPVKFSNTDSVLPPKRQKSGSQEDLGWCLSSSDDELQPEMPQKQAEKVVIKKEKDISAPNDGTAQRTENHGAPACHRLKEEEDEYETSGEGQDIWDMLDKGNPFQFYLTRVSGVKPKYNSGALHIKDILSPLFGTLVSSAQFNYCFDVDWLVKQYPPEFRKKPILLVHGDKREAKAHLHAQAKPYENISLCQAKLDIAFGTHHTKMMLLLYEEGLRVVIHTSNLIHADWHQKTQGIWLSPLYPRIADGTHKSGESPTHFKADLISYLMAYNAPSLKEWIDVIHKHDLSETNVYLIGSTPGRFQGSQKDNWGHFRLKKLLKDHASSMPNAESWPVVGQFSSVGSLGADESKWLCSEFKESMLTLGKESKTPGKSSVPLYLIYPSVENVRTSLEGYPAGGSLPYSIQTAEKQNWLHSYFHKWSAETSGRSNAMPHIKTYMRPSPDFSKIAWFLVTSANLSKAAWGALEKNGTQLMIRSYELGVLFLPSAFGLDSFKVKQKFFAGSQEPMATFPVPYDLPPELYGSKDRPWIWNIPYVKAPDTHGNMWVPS
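Steps: enzyme plus compound, 15 min RT; add biotin/phosphotyrosine-FITC oligonucleotide (15 nM final), react 5 min; add donor/acceptor beads (10 ug/ml final), 10 min; read AlphaScreen. Tdp1 at 1 nM final.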
* hit, by the source's call; ? = inconclusive; / = no result given; & = joins results of further samples; [ ] = another dose, or the depositor's remark. Calls come from the whole dose curve; as a rule, active = well fitted curve in the direction sought with a large enough effect; inconclusive = small, poorly fitted or top-dose-only effect, or another doubt; inactive = no such curve, though single readings can be large; an effect the other way counts as inactive or inconclusive. Unless noted, % is set by controls: 0 for no effect and ±100 for the full control effect; potency is the fitted concentration of half-maximal effect.

TDP1 inh	FEN1 inhibitor	N370S GC	structure
-15%	?	-4%	CCOc1cccc(=O)c2c(C)n(C)c(C)c12
-3%	-1%	/	CCCNC(=O)CN(c1ccc(F)cc1)S(=O)(=O)c1ccc2c(c1)OCCO2
2%	4%	1%	Cc1cc(C(=O)COC(=O)C23CC4CC(CC(O)(C4)C2)C3)c(C)n1-c1c(C)n(C)n(-c2ccccc2)c1=O
-4%	-2%	/	COc1ccc(-c2cc(C(F)(F)F)nc(SCC(=O)NCCc3ccc(OC)c(OC)c3)n2)cc1
3%	-1%	7%	Cc1cccc(-c2nnc(SCC(=O)NCc3ccc4c(c3)OCO4)n2C)c1
2%	-6%	0%	CSc1ccc(C(=O)N2CCC(CCC(=O)NC3CC3)CC2)cc1
4%	?	/	Oc1ccc(Cl)cc1C1C=C(c2ccc3c(c2)OCO3)NC(c2c(F)cccc2Cl)N1 (stereo unspecified)
1%	-2%	-4%	CN(Cc1cccs1)C(=O)COc1ccc(-c2nnco2)cc1
2%	-1%	-4%	Cc1ccccc1CN1CCN(Cc2ccc3cccc(F)c3n2)CC1CCO (stereo unspecified)
3%	0%	-16%	CN(Cc1cccs1)C(=O)CCCc1c[nH]c2ccccc12
6%	-10%	20%	CCCCCCCCS(=O)c1sc2nc(C)cc(C)c2c1N (stereo unspecified)
0%	4%	1%	CC(Cc1cccs1)NC(=O)c1cccs1 (stereo unspecified)
1%	-22%	/	Cc1cccc(N(CC(O)Cn2c3ccccc3c3ccccc32)S(=O)(=O)c2ccc(F)cc2)c1 (stereo unspecified)
3%	0%	-5%	COc1ccc(/C=N/NC(=O)c2ccc(COc3cccc4cccnc34)cc2)cc1OC
6%	-13%	-2%	COc1cc(-c2n[nH]c(=S)n2-c2ccc(C)cc2)cc(OC)c1OC
-3%	-1%	-3%	O=C(Nc1ccc(N2CCOCC2)nc1)c1ccc(Cl)cc1
5%	10%	/	Cc1cccn2c3c(c(=O)nc12)C(c1cccc(F)c1)CC(=O)N3 (stereo unspecified)
/	8%	-9%	CC(=O)Nc1ccc(S(=O)(=O)N(C)CC(=O)Nc2cccc(S(=O)(=O)N3CCCC3)c2)cc1
8%	/	18%	CC[C@@]1(O)C(=O)COc2c1cc1n(c2=O)Cc2c-1nc1cccc(C(C)C)c1c2[Si](C)(C)C
9%	6%	/	O=C(CCS(=O)(=O)c1cccc2nonc12)Nc1c(F)cccc1F

Reprinted from the part before: four entries; new compounds follow.
TDP1 inh	FEN1 inhibitor	N370S GC	structure
5%	10%	/	Cc1cccn2c3c(c(=O)nc12)C(c1cccc(F)c1)CC(=O)N3 (stereo unspecified)
/	8%	-9%	CC(=O)Nc1ccc(S(=O)(=O)N(C)CC(=O)Nc2cccc(S(=O)(=O)N3CCCC3)c2)cc1
8%	/	18%	CC[C@@]1(O)C(=O)COc2c1cc1n(c2=O)Cc2c-1nc1cccc(C(C)C)c1c2[Si](C)(C)C
9%	6%	/	O=C(CCS(=O)(=O)c1cccc2nonc12)Nc1c(F)cccc1F
-1%	-4%	23%[12.8 µM]	CCN(CC(=O)N1CCc2ccccc2C1)S(=O)(=O)c1ccc2ccccc2c1
1%	-9%	/	Cc1nc2ccccc2n1CCc1nc2c3ccccc3nc(SCC(=O)Nc3ccc(C(C)C)cc3)n2n1
?	-4%	-6%	CN(C)CC(c1ccccc1)c1ccccc1
0%	-2%	1%	Cc1ccc(S(=O)(=O)Oc2ccc(/C=C(/NC(=O)c3ccccc3)C(=O)NCC(=O)O)cc2)cc1
/	-1%	-2%	COc1ccccc1N1CCN(C2CCCN(C(=O)CC(F)(F)F)C2)CC1 (stereo unspecified)
6%	-5%	1%	COc1cc(N2C(=O)c3ccccc3C2=O)c(Cl)cc1C(=O)OCC(=O)NCc1ccco1
1%	10%	-5%	Cc1nc2ccccc2c(=O)n1NC(=O)c1ccc(F)cc1Cl
9%	0%	15%	NS(=O)(=O)c1ccc(NC(=O)COC(=O)CCc2ccccc2)cc1
-3%	-3%	-26%	Cc1ccc2c(c1)c1nnc(SCC(=O)N3CCN(c4ccc(F)cc4)CC3)nc1n2CC(=O)O
0%	/	3%	COc1ccc2[nH]c(=O)c(CN(Cc3cccs3)C(=S)Nc3ccccc3)cc2c1
-8%	-6%	5%	COC(=O)c1ccc(CSc2nnc3nc(C)cc(C)n23)cc1
1%	-19%	0%	COc1ccc(NS(=O)(=O)c2cccc3nsnc23)cc1OC
8%	7%	23%	Cc1cc(=O)[nH]c(SCC(=O)/C=C2\N(C)c3ccccc3C2(C)C)n1
2%	-4%	21%	COc1ccc(CCNC(=O)Cn2cnc3c(cnn3-c3ccccc3Cl)c2=O)cc1OC
0%	1%	4%	Cc1ccccc1-c1noc(C23CC4CC(CC(C4)C2)C3)n1
0%	-10%	-1%	O=C(c1ccco1)N1CCN(C(=O)C2CCCO2)CC1 (stereo unspecified)
5%	-14%	-3%	CC(=O)Nc1cccc2c1C(=O)N(c1cccc(C)c1)C2=O
-3%	-11%	-10%	O=[N+]([O-])c1cc(S(=O)(=O)Nc2ccc(Cl)cc2)ccc1N/N=C/c1ccncc1
4%&0%	/	4%&2%	CCCCC[C@H](O)CC(=O)CCc1ccc(O)c(OC)c1
-3%	0%	1%	CC(C)CCNC(=O)C1CCCCN1S(=O)(=O)c1ccc(F)cc1 (stereo unspecified)
2%	2%	/	COC(=O)c1cc2sc(Cl)cc2n1Cc1c(C)cc(C)cc1C
1%	3%	5%	Cc1cc(-c2cc(-c3ccccc3)on2)nc(NCC2CC2)n1
8%	-7%	-24%	CC1CC(C)CN(CCC(=O)Nc2cccc(Cl)c2)C1 (stereo unspecified)
2%	-1%	-11%	O=C(Nc1ccccc1O)c1ccccc1O
8%	-13%	4%	OC(CNCc1ccc2c(c1)OCO2)COc1ccc(F)cc1 (stereo unspecified)
2%	-2%	?	Cc1ccc(S(=O)(=O)N(CC(=O)Nc2ccccc2)C(=O)N2CCN(C)CC2)cc1
5%	8%	4%	Cc1nn(Cc2ccccc2)c(C)c1NC(=O)CCC(=O)O
/	4%	0%	COC(=O)c1c(C)[nH]c(C(=O)/C=C/c2ccc(Cl)cc2)c1C
/	-2%	0%	COc1ccc(CNC(=O)COC(=O)C2CC2C)cc1OC (stereo unspecified)
-4%	-2%	3%	Cc1cc(C)c2nc(SCC(=O)NNC(=O)c3ccco3)c(C)cc2c1
-8%	-10%	10%	Cc1[nH]c2ccccc2c1/C=C/C(=O)c1ccccc1
5%	-4%	3%	COc1cc(C(=O)N/N=C(\C)Cn2nc([N+](=O)[O-])cc2C)ccc1O
5%	0%	-9%	CCN(CC)S(=O)(=O)c1ccc(Cl)c(NC(=O)COC(=O)c2cccn2C)c1
6%	-1%	-2%	CC1CC(NC(=O)/C=C/C(=O)O)CC(C)(C)C1 (stereo unspecified)
1%	-4%	2%	COC(=O)c1sccc1S(=O)(=O)Nc1ccc(C)cc1
6%	?	-7%	CN(C)CCCNC(=S)N(Cc1cccs1)Cc1cc2cc3c(cc2[nH]c1=O)OCCO3
/	-1%	1%	NC(=S)C(c1ccccc1)c1ncc(C(F)(F)F)cc1Cl (stereo unspecified)
-1%	-1%	7%	O=C(c1ccco1)N1CCN(C(=O)c2nn3cccnc3c2Cl)CC1
7%	5%	/	O=S(=O)(NCCSc1nnnn1-c1ccccc1)c1ccc(F)cc1
1%	-13%	1%	CCC(C(=O)OCC(=O)Nc1ccc(Cl)c(S(=O)(=O)N(C)C)c1)c1ccccc1 (stereo unspecified)
-3%	-2%	1%	c1ccc(-c2noc(-c3ccc4c(c3)OCO4)n2)nc1
4%	/	-7%	CNCCCNCc1ccc(SC)cc1
-1%	2%	-4%	Cc1cc(N)n(-c2ccc([N+](=O)[O-])cc2)n1
4%	/	-1%	O=C1CCCC2[C@@H]3CCC[N@+]4([O-])CCC[C@H](CN12)C34 (stereo partly specified)
4%	8%	/	CCc1ccc(NCc2cc3cc4c(cc3n(CC(=O)Nc3ccc(OC)cc3)c2=O)OCO4)cc1
0%	-7%	/	CC(=O)Nc1ccc(S(=O)(=O)NCCc2csc3nc(-c4cccc(C)c4)nn23)cc1
5%	-15%	-1%	Cc1ccc(OCC(=O)N2CCN(S(=O)(=O)c3ccc(Cl)cc3)CC2)c([N+](=O)[O-])n1
0%	-20%	2%	CC(C)(C)c1ccc(OCCNC(=S)Nc2ccccc2)cc1
2%	17%	-5%	O=C(NC(=S)Nc1cccc([N+](=O)[O-])c1)C1CCCCC1
/	11%	-2%	COC(=O)c1ccc(SCC(=O)NCc2ccccc2)c([N+](=O)[O-])c1
7%	6%	-3%	CCOc1ccc(NC(=O)CN2C(=O)CSc3ccc(S(=O)(=O)N4CCCC4)cc32)cc1
6%&6%	/	-16%&3%	CC[C@H](C)[C@@H](NC(=O)O[C@H]1C(=O)c2ccc(OC)cc2O[C@@H]1c1ccc2c(c1)OCO2)C(=O)OC
5%	-1%	/	CCc1ccc(-c2nc(CN3CCC(C(=O)NCCc4ccc(C)cc4)CC3)c(C)o2)cc1
0%	3%	/	CC1(C)CC(=O)C=C(c2cccc(CO)c2)C1
0%	-10%	/	O=C(C[C@H]1C/C=C\CC[C@@H](Cc2ccc(F)cc2)C(=O)O[C@@H](c2ccccc2)CNC1=O)N[C@H](CO)Cc1ccccc1
2%	-7%	0%	Cc1c(NC(=O)c2ccc(NS(=O)(=O)c3ccccc3)cc2)c(=O)n(-c2ccccc2)n1C
-14%	-2%	?	O=C(Nc1nccs1)c1cc(N2CCOCC2)nc2ccccc12
4%	-5%	3%	O=C(CCSCc1ccccc1F)N1CCN(c2ccccn2)CC1
3%	-7%	10%	O=C(NCC1(c2ccccc2)CCCC1)c1ccccc1
3%[12.3 µM]	11%	/	O=C(COc1ccc(Br)cc1)Nc1ccc(C(=O)OC2CCCCC2)cc1

Following part
TDP1 inh	FEN1 inhibitor	N370S GC	structure
5%	18%	/	COc1ccc(CNC(=O)C2CCN(S(=O)(=O)c3c(C)noc3/C=C/c3cccs3)CC2)cc1
10%	15%	0%	CCOC(=O)/C(=N\Nc1ccc(Br)cc1)N1CCN(c2ccccc2OC)CC1
/	6%	4%	CCOc1ccccc1N(CC(=O)NCC1CCCO1)C(=O)CCC(=O)Nc1nccs1 (stereo unspecified)
9%	-6%	/	Cc1ccc2cc3cc(C(=O)N4CCN(c5ccccc5)CC4)oc3nc2c1
/	18%	1%	O=C(NCc1cccc(Cl)c1)C1CCC(=O)N(CCCN2CCOCC2)C1 (stereo unspecified)
5%	7%	-8%	COc1ccc(C2=NOC(C(=O)Nc3ccc(C)cc3)C2)cc1OC (stereo unspecified)
0%	-14%	10%	O=C(Nc1cccc(O)c1)c1cc(-c2ccco2)on1

Structures shown so far containing an aryl thioether with sulfur outside any ring (11):
TDP1 inh	FEN1 inhibitor	N370S GC	structure
-4%	-2%	/	COc1ccc(-c2cc(C(F)(F)F)nc(SCC(=O)NCCc3ccc(OC)c(OC)c3)n2)cc1
3%	-1%	7%	Cc1cccc(-c2nnc(SCC(=O)NCc3ccc4c(c3)OCO4)n2C)c1
2%	-6%	0%	CSc1ccc(C(=O)N2CCC(CCC(=O)NC3CC3)CC2)cc1
1%	-9%	/	Cc1nc2ccccc2n1CCc1nc2c3ccccc3nc(SCC(=O)Nc3ccc(C(C)C)cc3)n2n1
-3%	-3%	-26%	Cc1ccc2c(c1)c1nnc(SCC(=O)N3CCN(c4ccc(F)cc4)CC3)nc1n2CC(=O)O
-8%	-6%	5%	COC(=O)c1ccc(CSc2nnc3nc(C)cc(C)n23)cc1
8%	7%	23%	Cc1cc(=O)[nH]c(SCC(=O)/C=C2\N(C)c3ccccc3C2(C)C)n1
-4%	-2%	3%	Cc1cc(C)c2nc(SCC(=O)NNC(=O)c3ccco3)c(C)cc2c1
7%	5%	/	O=S(=O)(NCCSc1nnnn1-c1ccccc1)c1ccc(F)cc1
4%	/	-7%	CNCCCNCc1ccc(SC)cc1
/	11%	-2%	COC(=O)c1ccc(SCC(=O)NCc2ccccc2)c([N+](=O)[O-])c1
